Bioassay records deposited in PubChem BioAssay by Sanford-Burnham Center for Chemical Genomics.
NLRP3 yeast inh: inhibitors of NALP3 inflammasome in yeast; AID 2825; Yeast reconstituted NLRP3/ASC/caspase-1, beta-gal luminescence, 24 h; inhibition, % at 10 µM; actives 0.39% (n = 330,000);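 active means inhibition of 50% or more; inactive means inhibition below 50%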;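 further: plate controls were induced DMSO wells for no effect and uninduced yeast grown without galactose for full effect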
SENP6 inh: inhibitors of human SENP6 protease. Recombinant SENP6 catalytic domain, aminoluciferin luminescence. inhibition, % at 10 µM. actives 1.8% (n = 330,000);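 active means inhibition above about 50% at the single tested dose, limit read from the data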;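 further: plate controls were DMSO wells with enzyme for no effect and DMSO wells lacking enzyme for full effect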
Target sequence (Q9GZR1 628-1112 limits assumed): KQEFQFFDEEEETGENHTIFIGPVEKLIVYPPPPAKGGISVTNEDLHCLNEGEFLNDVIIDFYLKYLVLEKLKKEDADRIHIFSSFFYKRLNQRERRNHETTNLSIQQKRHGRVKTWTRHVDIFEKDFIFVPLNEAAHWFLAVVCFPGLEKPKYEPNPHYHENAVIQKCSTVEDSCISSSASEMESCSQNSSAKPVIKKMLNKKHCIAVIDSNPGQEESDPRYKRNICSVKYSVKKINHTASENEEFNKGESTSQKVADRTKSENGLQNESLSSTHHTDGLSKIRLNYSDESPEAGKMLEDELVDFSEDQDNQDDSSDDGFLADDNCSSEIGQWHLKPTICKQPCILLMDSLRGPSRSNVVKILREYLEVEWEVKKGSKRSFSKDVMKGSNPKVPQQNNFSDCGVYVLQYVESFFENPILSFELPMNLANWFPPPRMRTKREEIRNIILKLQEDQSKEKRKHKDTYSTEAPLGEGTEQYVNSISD
HKDC1 inhibitor: inhibitors of human hexokinase HKDC1; Q2TB90; recombinant HKDC1, G6PDH/diaphorase resazurin coupled fluorescence; inhibition, % at 20 µM; actives 0.16% (n = 340,000);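 active means inhibition above about 35% when tested at 20 µM, limit read from the data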;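 further: plate controls were DMSO wells with enzyme for no effect and DMSO wells lacking enzyme for full effect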
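Material: recombinant HKDC1 hexokinase; Amount: HKDC1 at 5 µg/mL; Medium: Tris pH 8.0 buffer with MgCl2, Tween-20, BSA, BME; Schedule: 90 min reaction incubation at room temperature, dark; Technique: coupled resazurin fluorescence, excitation 525 nm, emission 613 nm.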
PfG6PD inh: PfG6PD (Plasmodium falciparum) enzyme inhibition. PfGluPho enzyme, NADPH resazurin-diaphorase fluorescence. inhibition, % at 20 µM. actives 0.78% (n = 350,000). AID 504690;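 active means inhibition reaching at least a set limit at 20 µM in the primary screen, cut at about 59% in these data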;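 further: 0% = DMSO wells with substrate and 100% = DMSO wells lacking glucose-6-phosphate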
SENP8 block-1: blocks human SENP8 cleavage of Nedd8 substrate; Q96LD8; recombinant SENP8, Nedd8 substrate fluorescence; inhibition, % at 20 µM; actives 0.64% (n = 360,000); AID 602440; in the data active means inhibition mostly above about 40%, no sharp cut-off; inactive means mostly below about 27%
SENP1 inh: blocks the human SENP1 SUMO protease catalytic domain | Q9P0U3 | recombinant SENP1 catalytic domain, CyPet-SUMO1-YPet FRET cleavage | inhibition, % at 10 µM | actives 0.21% (n = 360,000);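 active means inhibition at least 30% at 10 µM, raw YFP signal under a set limit, fluorescence ratio 0.5 to 1.5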;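 further: 0% = enzyme with DMSO and 100% = no enzyme wells; some results filed as inactive read as strong as hits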
Target sequence (Q9P0U3 419-644 limits assumed): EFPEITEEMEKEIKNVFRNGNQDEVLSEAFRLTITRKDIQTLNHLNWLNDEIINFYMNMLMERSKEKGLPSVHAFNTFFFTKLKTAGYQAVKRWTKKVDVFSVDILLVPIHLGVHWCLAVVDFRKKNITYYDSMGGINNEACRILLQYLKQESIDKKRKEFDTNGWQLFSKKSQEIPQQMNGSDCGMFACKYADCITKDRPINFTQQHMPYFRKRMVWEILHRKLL
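Controls: no-enzyme wells low, DMSO-plus-enzyme wells high control. Test system: human recombinant His6-tagged SENP1 catalytic domain enzyme. Reagent: SFCypet-SUMO1-SFYpet FRET protein substrate, 25 nM final. Doses: one dose per compound, 10 µM, 0.5% DMSO. Detection: FRET, CFP and YFP emission. Timing: 50 min reaction at room temperature.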
SENP8 block-2: inhibitors of human SENP8 protease; inhibition, % at 10 µM; purified SENP8, Z-RLRGG-aminoluciferin cleavage, luminescence; Q96LD8; AID 2540; actives 1.2% (n = 330,000); in the data active means inhibition above about 50%
SENP7 inh: inhibitors of human SENP7 protease; Q9BQF6; recombinant SENP7, Z-RLRGG-aminoluciferin luminescence, 40 min; inhibition, % at 5 µM; actives 1.5% (n = 330,000); AID 434973;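 active means inhibition above about 50% at the single test dose, limit read from the data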;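 further: plate controls were DMSO with enzyme for no effect and no enzyme buffer wells for full effect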
Target sequence (Q9BQF6 706-1050 limits assumed): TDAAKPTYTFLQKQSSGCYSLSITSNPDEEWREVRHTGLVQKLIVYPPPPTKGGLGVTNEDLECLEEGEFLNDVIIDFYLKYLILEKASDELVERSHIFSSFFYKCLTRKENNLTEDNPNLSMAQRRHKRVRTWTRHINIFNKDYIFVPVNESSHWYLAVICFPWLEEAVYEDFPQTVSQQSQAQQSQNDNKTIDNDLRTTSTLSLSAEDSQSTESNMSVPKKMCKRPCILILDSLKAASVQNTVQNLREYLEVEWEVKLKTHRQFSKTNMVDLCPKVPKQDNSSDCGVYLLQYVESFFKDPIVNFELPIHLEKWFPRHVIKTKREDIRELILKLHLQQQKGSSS
Apaf1 inhib: blocks human Apaf-1 apoptosome activity; O14727; reconstituted apoptosome caspase-3 activity, DEVD-Rh110 fluorescence; inhibition, % at 20 µM; actives 0.71% (n = 330,000); AID 489030; active means inhibition of at least 40% at 20 µM;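 further: plate controls were DMSO wells for no effect and DEVD-CHO caspase inhibitor wells for full effect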
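System: reconstituted apoptosome with Apaf-1, cytochrome c, caspase-9, procaspase-3, dATP; Signal: Rh110 fluorescence intensity; Schedule: 30 min compound preincubation, 50 min activation, room temperature; Reagent: cytochrome c trigger plus (Z-DEVD)2-Rh110 caspase-3 substrate.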
An asterisk follows results filed as active; nt = no result given.

SMILES	NLRP3 yeast inh	SENP6 inh	HKDC1 inhibitor	PfG6PD inh	SENP8 block-1	SENP1 inh	SENP8 block-2	SENP7 inh	Apaf1 inhib
COc1ccccc1CC(=O)Nc1nc(-c2ccc(F)c(F)c2)cs1	16	-15	-1	29	8	0	6	5	15
O=C(CN1CCCCC1)N1c2ccccc2CCc2ccccc21	4	7	0	-4	-1	-3	-3	4	-8
COc1ccc(C(=O)N[C@H](C(=O)Nc2ccc(S(=O)(=O)N3CCOCC3)cc2)C(C)C)cc1	-13	-7	-1	5	1	4	-11	-5	-8
COCCNC(=O)c1nc2ccccc2s1	18	-11	3	-9	6	1	-6	-6	-6
CC(C)N(Cc1ccccc1)C(=O)COC(=O)CCC(=O)c1ccc(F)cc1	2	1	6	4	6	1	-1	1	-5
Cc1ccc(/C=N/NC(=O)c2ccc(Cn3cc([N+](=O)[O-])cn3)o2)cc1	-13	-12	-9	-2	6	-1	-8	3	2
CCOC(=O)C1CCCN(c2nc3ccccc3nc2C(C#N)C(=O)OC(C)COC)C1 (stereo not given)	7	9	-8	40	-44	-36	5	1	8
CCn1cc(C(=O)N[C@@H](C)C(=O)NCCCn2ccnc2)c(=O)c2cc3c(cc21)OCO3	5	9	2	13	-82	1	7	0	2
COc1ccc(Nc2nc3ccccc3nc2NS(=O)(=O)c2cccs2)c(OC)c1	-2	-4	-2	-34	-282	-1	-2	2	10
COc1ccc(Br)cc1CNc1ccccc1	3	-10	-1	-6	10	2	-15	15	-4
CC(C)(C)c1cc(C(=O)O)c(CN2CCCCC2)o1	7	-4	9	-5	17	1	-5	3	-1
O=C(NCC(=O)N(Cc1ccc(F)cc1)C(C(=O)NCC1CCCO1)c1ccccc1)c1ccco1 (stereo not given)	7	17	1	-1	9	0	-1	3	-1
OC(CNCc1ccccc1)Cn1ccc2ccccc21 (stereo not given)	13	-21	-10	3	-5	-20	-13	-9	-8
CCn1c(COc2ccc3c(c2)OCO3)nnc1SCC(=O)c1ccc(Cl)cc1	6	-16	-4	12	4	2	-12	-5	6
COc1ccc(-c2nnc3ccc(SCC(=O)NCC4CCCO4)nn23)cc1 (stereo not given)	8	-1	-12	-7	-12	1	-2	1	-15
COc1ccc(Cn2c(=S)[nH]c3ccsc3c2=O)cc1	-7	-6	6	-9	3	1	-8	-6	13
Cc1cccc(-n2c(O)c(C=Nc3ccc4c(c3)OCO4)c3ccccc3c2=O)n1	-1	-2	-1	29	-40	-21	1	8	-2
CCOC(=O)c1cc(-c2ccccc2)n(Cc2cc(CC)no2)n1	14	-11	-3	1	13	0	-15	6	11
CCc1ccccc1NC(=O)COc1cccc2ccc(C)nc12	0	4	-7	-5	6	1	-6	-5	3
CCCCNC(=O)CCCCCn1c(=O)[nH]c2cc(OC)c(OC)cc2c1=O	9	-6	-12	0	-71	4	-5	5	-1
CC(C)[C@H](NC(=O)c1cccc(S(=O)(=O)N2CCOCC2)c1)C(=O)Nc1nccs1	-12	-17	-6	12	19	1	1	1	-9
CCC(C)Sc1nc2c(c(=O)[nH]c(=O)n2C)n1Cc1ccc(Cl)cc1 (stereo not given)	21	-9	0	8	20	-1	-4	2	26
COC(=O)C1=C(C)NC(=O)CC1c1ccccc1OC (stereo not given)	13	11	5	1	5	2	1	-2	0
CCCn1c(N)c(C(=O)NS(=O)(=O)c2ccc(C)cc2)c(=O)n(C)c1=O	7	-24	-4	-1	6	0	-7	-2	3
C/C(=N\NS(=O)(=O)c1c(C)cc(C)cc1C)c1ccncc1	20	-17	-4	13	4	-2	-15	9	-11

Copied from the list:
COCCNC(=O)c1nc2ccccc2s1 @ NLRP3 yeast inh: 18
CC(C)[C@H](NC(=O)c1cccc(S(=O)(=O)N2CCOCC2)c1)C(=O)Nc1nccs1 @ SENP1 inh: 1
CC(C)N(Cc1ccccc1)C(=O)COC(=O)CCC(=O)c1ccc(F)cc1 @ SENP7 inh: 1
COc1ccc(Nc2nc3ccccc3nc2NS(=O)(=O)c2cccs2)c(OC)c1 @ NLRP3 yeast inh: -2

Back to the main list; the 2 compounds before the break are reprinted first.
SMILES	NLRP3 yeast inh	SENP6 inh	HKDC1 inhibitor	PfG6PD inh	SENP8 block-1	SENP1 inh	SENP8 block-2	SENP7 inh	Apaf1 inhib
CCCn1c(N)c(C(=O)NS(=O)(=O)c2ccc(C)cc2)c(=O)n(C)c1=O	7	-24	-4	-1	6	0	-7	-2	3
C/C(=N\NS(=O)(=O)c1c(C)cc(C)cc1C)c1ccncc1	20	-17	-4	13	4	-2	-15	9	-11
COc1ccc(COC(=O)c2n[nH]c3ccccc23)cc1F	23	-5	2	6	18	-1	-12	3	16
COc1ccc(NC(=O)C2CCCCN2N)cc1OC (stereo not given)	-9	-8	1	10	22	1	4	-2	1
O=C(CCSc1ccccc1)Nc1ccc(S(=O)(=O)Nc2ncccn2)cc1	12	14	-14	-14	28	1	-2	1	-2
Cc1coc2cc3oc(=O)c(CC(=O)N[C@@H](CC(C)C)C(=O)O)c(C)c3cc12	14	20	0	-7	-268	-7	3	-3	0
Cc1ccccc1OCC(=O)Nc1nnc(S(=O)(=O)N2CCCC2)s1	5	-4	0	-10	-12	0	-2	8	8
CCn1c(SCC(=O)N2CCN(c3ccccc3)CC2)nc2c(c1=O)SC(C)C2 (stereo not given)	8	-18	-2	22	11	2	-6	-7	20
CCC(=O)Oc1ccc2c(=O)c(-c3ccc4ccccc4n3)c(CC)oc2c1C	14	-3	18	24	13	-1	-1	-2	14
CN(CC(=O)Nc1nc2ccccc2s1)S(=O)(=O)c1ccccc1	24	12	1	2	3	-4	-9	1	9
COc1ccccc1C(=O)Nc1nnc(-c2ccc(Cl)cc2)o1	31	-2	-5	2	11	-1	8	8	4
CN(Cc1ccccc1)C(=O)c1cccc(NC(=O)Cc2ccc(NC(=O)C3CCN(C(=O)C4CCC4)CC3)cc2)c1	nt	nt	-2	10	-2	2	nt	nt	nt
O=C(N/N=C/c1c(F)cccc1Cl)c1cc(C2CC2)[nH]n1	10	12	2	-11	14	-1	4	9	-2
Cc1ccc(NC(=O)CN2C(=O)CNC2=O)cc1	-11	-28	-5	-10	31	2	-2	-3	-4
COc1cc(/C=N/NC(=O)COc2ccc([N+](=O)[O-])cc2)ccc1OCC(=O)N1CCOCC1	3	-21	-2	2	4	1	4	7	-10
Nc1nc(N)nc(-c2ccc(Cl)c(Cl)c2)n1	30	56*	1	8	-456	2	43	59*	1
CC(CNS(=O)(=O)c1ccc2c(c1)NC(=O)CCS2)c1ccccc1 (stereo not given)	-2	-6	-4	-3	12	1	-7	-7	5
O=C(NCCCN1CCOCC1)c1ccc(Sc2ccccc2Cl)c([N+](=O)[O-])c1	-1	-4	8	4	10	2	-3	4	2
O=C(CCN1C(=O)/C(=C/c2cccs2)SC1=S)Nc1ccc(C(=O)O)c(O)c1	8	27	27	-18	21	-3	36	9	9
O=C(N/N=C/c1ccc(Cl)cc1)c1sccc1OCc1ccc(F)cc1	29	-3	-6	13	13	-1	-11	4	18
COC(C/C=C\[C@H](O)[C@H](C)OCc1ccccc1)OC	24	-8	-3	-60	1	4	-15	23	6
CCN(CC)C(=O)N1CCN(S(=O)(=O)c2c(C)cc(C)cc2C)CC1	14	-11	-5	-7	7	1	-2	-4	-2
O=C(COC(=O)c1ccc(S(=O)(=O)N2CCCC2)cc1)NCCc1ccc(F)cc1	-5	-28	-5	0	2	2	-9	-9	14
CC(=O)N1CCCc2cc(S(=O)(=O)NCc3ccc(C)cc3)ccc21	18	-14	-7	12	8	-3	1	2	-1
O=C(c1cc(-c2cccs2)nn1-c1ccccc1)N1CCN(S(=O)(=O)c2ccccc2)CC1	11	-7	7	9	7	0	-9	6	18
CCOc1ccc(-c2nnn(CC(=O)N3CCCC3)n2)cc1OCC	7	-10	-2	-6	1	1	-6	2	-3
Cc1ccc(OCc2nnc(SCC(=O)Nc3ccc(N4CCOCC4)cc3)o2)cc1	5	-10	5	6	11	1	-1	9	-2

(next part)
SMILES	NLRP3 yeast inh	SENP6 inh	HKDC1 inhibitor	PfG6PD inh	SENP8 block-1	SENP1 inh	SENP8 block-2	SENP7 inh	Apaf1 inhib
O=C(NCCN1CCCCC1)c1cc(Cl)ccc1Cl	21	2	-6	3	-2	1	-6	7	-9
Cn1cc([N+](=O)[O-])c(C(=O)N/N=C\c2c[nH]c3ccccc23)n1	10	-7	-12	19	12	-1	-2	7	7
COc1nc2ccccc2nc1N1CCN(c2ccc(F)cc2)CC1	25	8	-1	14	-67	-2	-1	-3	15
CCn1c(C)c(C(C)=O)c(N2CCN(c3ccccc3)CC2)nc1=S	19	-6	-7	-2	19	-18	2	-2	-1
CCOC(=O)CSc1nc2ccccc2c(=O)n1CC	13	-4	3	-13	2	2	-5	0	-5
CN(C)S(=O)(=O)c1ccc(C(=O)OCCc2ccccc2)cc1	10	1	-3	-2	5	3	2	4	12
NS(=O)(=O)c1ccc(NC(=O)COC(=O)COc2ccc(Cl)cc2)cc1	-5	4	-5	-2	11	6	8	6	-13
CC(CNC(=O)CCn1ccc2cc(S(=O)(=O)N3CCCC3)ccc21)c1ccccc1 (stereo not given)	9	1	5	-7	-2	2	-6	-4	-5
COc1ccc(NC(=O)c2ccc(NC(=O)CSc3nc(N)cc(=O)[nH]3)cc2)cc1	12	13	-5	6	-9	3	16	8	-23
CCOCCCNC(=O)C(NC(=O)Cc1cccs1)c1ccc(C)cc1 (stereo not given)	-3	6	-4	-3	22	3	-1	6	-8
O=C(NCc1ccccn1)c1cccc(NS(=O)(=O)c2ccc(Br)cc2)c1	19	-7	1	-11	0	-2	-6	2	6
CCN(CC)CCNCC(=O)Nc1ccc(Oc2ccccc2)cc1	18	-28	-8	-16	12	1	-5	-10	8
CCOC(=O)c1ccc(S(=O)(=O)NNS(=O)(=O)c2ccc(C)cc2)cc1	9	9	-4	0	8	4	2	1	-1
Cc1ccc(S(=O)(=O)N2CC(O)C2)cc1	16	-11	-7	4	2	-1	2	-2	4
CC(C)COC(=O)n1c(=O)oc2ccc(S(=O)(=O)N3CCCCC3)cc21	5	-20	-1	-15	27	2	1	-6	1
O=C(Nc1nncs1)c1ccc(S(=O)(=O)c2ccccc2)cc1	-3	-5	3	-1	23	2	5	0	-8
COC(=O)c1cn(CC(=O)Nc2ccc(OC)cc2)c2ccccc12	21	8	-5	14	8	1	-9	-7	-1
Cc1cccc(CC(=O)NC2CCN(C)CC2)c1	11	-17	1	0	12	3	-1	-11	-1
Cc1cc(=O)c(C(=O)O)c(C)n1-c1ccccc1	nt	nt	-1	-15	16	0	nt	nt	nt
Cc1ccc(S(=O)(=O)N2CCOCC2)cc1C(=O)NNC(=O)c1ccoc1C	0	-14	27	-20	-2	0	-2	-4	-13
Cc1ccc(S(=O)(=O)NCC(=O)N(CC(=O)NCc2ccco2)Cc2cccs2)cc1	11	1	-10	-2	8	2	2	2	-16
O=C(CSc1ccc(-c2ccccc2)nn1)N1CCCc2ccccc21	18	2	10	-3	3	-1	-17	0	-12
COc1cccc(OC)c1NC(=O)C1CCCN1C(=O)Nc1ccccc1Cl (stereo not given)	5	-14	-6	-6	3	0	1	1	-2
O=C(COC(=O)c1ccc(O)cc1)Nc1ccc2c(c1)OCCO2	-5	-11	4	-2	7	1	-10	-1	2
